Screening data: PubChem, National Center for Advancing Translational Sciences (NCATS)
15-hLO-2 inh – blocks human 15-lipoxygenase 2 activity; hit rate 0.56% among 110,000; Potency, µM (doses to about 57.1 µM), inactives show top-dose activity change, negative = inhibition, usual class: inhibitors; purified 15hLO-2, xylenol orange hydroperoxide absorbance; O15296; also: potency is read from the fitted curve at half-maximal effect; nearly all actives have a fitted effect of over 60% in size; many of its hits are not listed in these tables
Target sequence (O15296 whole entry, looked up): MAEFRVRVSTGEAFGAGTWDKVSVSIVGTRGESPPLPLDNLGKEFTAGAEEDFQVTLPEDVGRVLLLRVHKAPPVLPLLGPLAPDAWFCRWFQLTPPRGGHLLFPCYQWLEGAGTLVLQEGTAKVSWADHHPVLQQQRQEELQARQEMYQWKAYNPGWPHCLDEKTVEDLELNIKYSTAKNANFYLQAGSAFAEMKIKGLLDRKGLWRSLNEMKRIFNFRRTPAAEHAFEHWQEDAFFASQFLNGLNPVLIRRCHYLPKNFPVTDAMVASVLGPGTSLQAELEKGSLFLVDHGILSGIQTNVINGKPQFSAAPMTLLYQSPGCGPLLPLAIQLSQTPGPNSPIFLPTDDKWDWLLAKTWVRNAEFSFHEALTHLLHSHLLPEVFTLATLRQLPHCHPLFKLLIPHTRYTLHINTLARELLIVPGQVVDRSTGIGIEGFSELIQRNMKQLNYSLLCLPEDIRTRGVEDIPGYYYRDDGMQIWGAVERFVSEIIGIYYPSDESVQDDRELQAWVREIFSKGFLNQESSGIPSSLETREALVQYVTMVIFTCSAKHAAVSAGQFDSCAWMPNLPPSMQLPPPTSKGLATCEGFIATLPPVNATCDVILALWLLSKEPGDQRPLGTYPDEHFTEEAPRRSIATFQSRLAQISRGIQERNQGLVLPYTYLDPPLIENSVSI
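Screening format was qHTS against 50 nM purified 15hLO-2 in Hepes pH 7.5 with detergent. Activity follows hydroperoxide formation from 45 uM arachidonic acid, measured as 573:405 nm absorbance ratio of the ferric-xylenol orange complex.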
ALOX12 inhib – inhibitors of human 12-lipoxygenase (ALOX12) | P18054 | purified 12-hLO, xylenol orange hydroperoxide absorbance | Potency, µM (doses to about 57.1 µM), inactives show at the top dose activity change, negative = inhibition, usual class: inhibitors | hit rate 0.12% among 150,000; also: potency is read from the fitted curve at half-maximal effect; nearly all actives have a fitted effect of over 55% in size; many of its hits are not listed in these tables
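Hydroperoxide output read as Fe(III)-xylenol orange absorbance, 573-to-405 nm ratio, after 30 min reaction with 40 uM arachidonic acid. Enzyme: 150 nM purified human 12hLO, 15 min compound preincubation; 25 mM Hepes pH 7.0, room temperature.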
IMPase cell inh – membrane-permeable compound that blocks inositol monophosphatase; P97697; CHO-M1 cells, IP1 accumulation, HTRF TR-FRET ratio; inhibition (IP1 accumulation), % at 46.1 µM; 120,000 tested, under 10 active; AID 901; active = well fitted curve in the direction sought with a large enough effect in the signal ratio, not every such curve was filed as active; inconclusive = small, poorly fitted or top-dose-only effect, or a change in a side signal; inactive = no such curve, though single readings can be large or run the other way; the % refers to the signal ratio;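 also: cells stimulated with carbachol in lithium chloride buffer; plate controls were DMSO basal wells for no effect and reference inhibitor wells for full effect; higher means more IMPase inhibition seen as more IP1 and lower FRET ratio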
Target sequence (P97697 whole entry, looked up): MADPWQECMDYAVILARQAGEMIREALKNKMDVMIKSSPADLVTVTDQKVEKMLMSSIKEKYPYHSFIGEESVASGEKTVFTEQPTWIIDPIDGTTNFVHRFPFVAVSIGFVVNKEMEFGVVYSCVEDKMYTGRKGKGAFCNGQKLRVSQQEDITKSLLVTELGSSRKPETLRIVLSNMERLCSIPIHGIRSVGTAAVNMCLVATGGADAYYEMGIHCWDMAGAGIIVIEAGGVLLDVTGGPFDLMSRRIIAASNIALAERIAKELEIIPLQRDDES
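Elevated IP1 in lysates lowers TR-FRET signal (665/620 ratio and 620 channel reported). Cells were CHO-M1, given carbachol (50 uM as added) plus 50mM LiCl, pH 7.4, 30 min, 37C; compounds titrated up to 46 uM; AC50 by Hill equation.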
PNC inhibitor – inhibitors of perinucleolar compartment assembly | AID 2417 | activity change (PNC), negative = inhibition, % at 10 µM | hit rate 3.1% among 140,000 | PC3M PTB-GFP, PNC prevalence imaging, 16 h; active compounds read low;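 active = readout at or below -70, meaning at least 70% loss of cells showing the perinucleolar compartment, a nuclear body marking cancer cells; inconclusive = readout between -30 and a set limit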;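 also: plate controls were DMSO wells for no effect and camptothecin positive control wells for full effect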
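Compounds are pinned in duplicate onto adhered PC3M cells stably expressing GFP-tagged PTB and incubated 16 h at 37 C. Cells are then fixed, nuclei stained with Hoechst, and PNC-positive cells counted.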
The depositor's hits bear a star; ? = inconclusive; · = no result given; & = joins results of further samples; [ ] = another dose, or the depositor's remark. Unless noted, calls follow the shape of the dose curve; as a rule, active = well fitted curve in the direction sought with a large enough effect; inconclusive = small, poorly fitted or top-dose-only effect, or another doubt; inactive = no such curve, though single readings can be large; an effect the other way counts as inactive or inconclusive. Unless noted, % is scaled to controls: 0 for no effect and ±100 for the full control effect. An excerpt, so the mix of outcomes need not match the whole.

ALOX12 inhib	IMPase cell inh	PNC inhibitor	15-hLO-2 inh	molecule
-5%	5	-24	0%	O=C(NC1CCCC1)C(c1ccc(Cl)cc1)N1CCc2ccccc21 (stereo not given)
-3%	2&4	1	14%	CCOC(=O)Cn1c(=N)n(CCOc2ccc(OC)cc2)c2ccccc21
-2%	-1	16	2%	O=C(Nc1ccc(S(=O)(=O)Nc2ncccn2)cc1)c1ccco1
-21%	·	40	·	Cc1ccc(NC(=S)Nc2ccc(OC(F)F)c(Cl)c2)cc1Cl
0%	-8	?	35%[activator]	CCn1c(CSc2nc3ccccc3n2C)nc2ccccc21
-2%	-20	37	-4%	Cc1ccc(S(=O)(=O)Nc2nc3n(n2)C(c2ccc(Cl)cc2)CC(=O)N3)cc1 (stereo not given)
-1%	?	44	-5%	Cc1cc(C)nc(-n2nc(C)c3c(=O)[nH]c(C(F)(F)F)nc32)n1
-4%	-3	21	1%	CCOC(=O)C(NC(=O)N1CCCCC1)(c1ccccc1)C(F)(F)F (stereo not given)
-4%	2	-12	·	O=C1c2cccc(OCC(=O)N3N=C(c4cccs4)CC3c3ccc(F)cc3)c2CCN1Cc1ccccc1 (stereo not given)
-6%	-3	-11	2%	COc1ccc(-c2nnn(CC(=O)N(C3CCCCC3)C(C)C(=O)NC3CCCC3)n2)cc1OC (stereo not given)
-4%	4	?	4%	Cc1ccc(NC(=O)c2ccc(CSc3nccc(C)n3)cc2)cc1
-5%	-13	-13	-1%	CC1(c2ccccc2)CC(c2ccccc2)=Nc2nonc2N1 (stereo not given)
-2%	1	?	-6%	O=C1C(Cl)=C(NCC2CCCO2)C(=O)N1c1cccc(Cl)c1Cl (stereo not given)
2%	·	-8	·	CCCC1CCC(=NNC(=O)CNc2ccc(OC)cc2)CC1 (stereo not given)
5%	8	-10	8%	CCOc1ccc(-c2nc(C#N)c(N3CCN(CC)CC3)o2)cc1
3%	·	-10	·	O=C(NC(=S)Nc1cccc(NC(=O)c2ccc(Cl)cc2Cl)c1)c1cccs1
-2%	-5	10	-3%	O=C(CN1C(=O)c2ccccc2S1(=O)=O)N1CCc2ccccc2C1
-3%	2	-28	·	Cc1cc(C)c(-c2cc(C(F)(F)F)no2)c(=O)[nH]1
1%	-1	-17	·	Clc1ncnc2scc(C3COc4ccccc4O3)c12 (stereo not given)
-7%	-8	?	1%	CCCc1cc(C(=O)N2CCN(c3ccccc3C)CC2)cs1
-2%	3	13	4%	CCOC(=O)Cc1csc(SCC(=O)c2c(N)n(CC(C)C)c(=O)n(C)c2=O)n1
-13%	-2	?	1%	Cc1ccc2nc(NC(=O)c3ccc4c(c3)OCO4)sc2c1
5%	-5	33	0%	COc1ccc(F)cc1S(=O)(=O)N1CCC(C(N)=O)CC1
3%	1	116	47%[activator]	COc1ccc(Nc2nc(Nc3ccc(OC)cc3)nc(-n3[nH]c(=O)c(C)c3C)n2)cc1
2%	6	?	-2%	COC(=O)c1ccc(-c2nc3ccccc3o2)cc1
2%	·	-24	·	CCOc1ccc(C(=O)NC(=S)Nc2ccccc2N2CCOCC2)cc1Br
6%	-9	?	-1%	CCCS(=O)(=O)C(=C(Nc1ccccc1)Nc1ccccc1)S(=O)(=O)CCC
3%	-6	-16	-1%	COc1ccc(OC)c(NC(=O)CSc2nnc(CNC(=O)c3ccco3)o2)c1
-6%	12	-3	-6%	C=CCn1c(SCC(=O)NCc2ccccc2)nnc1-c1cc(Br)ccc1O
0%	·	?	·	Cc1cc(C)c(C)c(S(=O)(=O)N2CCC(C(=O)Nc3ccccc3N3CCOCC3)CC2)c1C

2 entries from above, as tab-separated lines.
SMILES	ALOX12 inhib	IMPase cell inh	PNC inhibitor	15-hLO-2 inh
CCOc1ccc(-c2nc(C#N)c(N3CCN(CC)CC3)o2)cc1	5%	8	-10	8%
O=C(NC(=S)Nc1cccc(NC(=O)c2ccc(Cl)cc2Cl)c1)c1cccs1	3%	·	-10	·

Next part:
ALOX12 inhib	IMPase cell inh	PNC inhibitor	15-hLO-2 inh	molecule
-9%	2	46	43%[activator]	O=C(Nc1ncc(Cc2cccc(Cl)c2)s1)C1=NCCN1
1%	·	26	·	Cc1cccc(N2CCN(C(=O)Cc3ccc(-n4c(=O)[nH]c5ccsc5c4=O)cc3)CC2C)c1 (stereo not given)
14%	-3	?	-7%	CC(C)(C)C(=O)[C@@H]1[C@@H]2C(=O)N(C3CCCCC3)C(=O)[C@@H]2[C@H]2c3ccccc3C=CN12
-2%	3	-10	-2%	O=C(CSc1nnc(NC(=O)c2ccco2)s1)NC1CCCCC1
0%	8	41	2%	CCNS(=O)(=O)c1ccc(CCC(=O)Nc2cc(Cl)ccc2Oc2ccccc2)cc1
-6%	-11[1.84 µM]	-84*	5%[11.4 µM]	CCOC(=O)Cn1c(S(=O)(=O)Cc2ccccc2Cl)nc(-c2ccccc2)c1-c1ccccc1
0%	17	46	-6%	COc1ccc(CNC(=O)CN(C(=O)c2cc3sccc3n2C)C2CCCC2)cc1
2%	·	-25	·	CCn1cc(/C=N\NC(=O)C2(C)CC2(Cl)Cl)c(C)n1 (stereo not given)
-13%[0.00818 µM]	·	·	-21%[0.0915 µM]	COc1cc(C2CC(=O)Oc3ccc(O)cc32)cc(OC)c1OC (stereo not given)
-25%	7	?	-14%	Cc1ccc(CNC(=O)CCS(=O)(=O)c2cc(Br)cc3c2N(C(=O)C2CC2)CC3)o1
-1%	-1	6	6%	Cc1nc(-c2ccccc2)cs1
-5%	1	?	-16%	O=C(CSCc1ccccc1)N1CCc2ccccc21
-7%	6	42	-1%	CCOc1ccccc1-n1c(SCC(=O)NC(C)(C)C)nnc1-c1ccoc1C
-3%	3	33	50%[activator]	Cc1cccc(N2CCN(C(=O)CCCSc3nc4ccccc4[nH]3)CC2)c1C
2%	-7	25	-3%	O=c1oc(-c2cccnc2)nc2ccccc12
?	·	25	·	CC(=O)C(C(C)=O)C1(O)C(=O)c2ccccc2C1=O
1%	-5	?	·	CCC/C=N/NC(=O)c1cc(-c2ccccc2)nc2ccccc12
-1%	1	7	54%[activator]	CCCCCCCCn1cnc2c(N)c(C)c(C)cc21
-7%	·	45	·	COCCNS(=O)(=O)c1cc(C)c(C)cc1C
-3%	·	9	·	COc1ccc(NC(=O)CCCn2c(=O)oc3ccccc32)cc1Cl
5%	6	-17	0%	CCN=C1SC(CC(=O)NC2CCCCC2)C(=O)N1CC (stereo not given)
0%	9	-10	·	COc1ccc(NC(=O)CC(c2ccc(F)cc2)c2ccc(OC)cc2)cc1 (stereo not given)
-1%	·	24	·	Cc1cc2cc(CN3C(=O)c4ccccc4C3=O)ccc2n1C
1%	7	7	-1%	C=CCc1cc(OC)ccc1OCCON1C(=O)CCC1=O
-20%	17	?	?	Cc1cc(/C=C2/NC(=O)NC2=O)c(C)n1-c1sc2c(c1C#N)CCCC2
-6%	6	-23	-4%	CCN(CCCNC(=O)C1CCN(S(=O)(=O)c2cnc[nH]2)CC1)c1cccc(C)c1
1%	3	-22	10%	CCCNS(=O)(=O)c1ccc(OCC(=O)NCCC2=CCCCC2)cc1
3%	3	28	-1%	Cc1ccc(OCC(=O)N2CCN(C3=NS(=O)(=O)c4ccccc43)CC2)cc1
-2%	·	-4	·	CSc1nc(N)nc(SCC(=O)C23CC4CC(CC(C4)C2)C3)c1C#N
-6%	4	?	?	Cc1c(N=Cc2ccc(Cl)o2)c(=O)n(-c2ccccc2)n1C

Sorted by length of the SMILES (low to high): 15 of the compounds above
ALOX12 inhib	IMPase cell inh	PNC inhibitor	15-hLO-2 inh	molecule
1%	7	7	-1%	C=CCc1cc(OC)ccc1OCCON1C(=O)CCC1=O
-7%	-8	?	1%	CCCc1cc(C(=O)N2CCN(c3ccccc3C)CC2)cs1
?	·	25	·	CC(=O)C(C(C)=O)C1(O)C(=O)c2ccccc2C1=O
5%	-5	33	0%	COc1ccc(F)cc1S(=O)(=O)N1CCC(C(N)=O)CC1
-13%[0.00818 µM]	·	·	-21%[0.0915 µM]	COc1cc(C2CC(=O)Oc3ccc(O)cc32)cc(OC)c1OC (stereo not given)
-4%	4	?	4%	Cc1ccc(NC(=O)c2ccc(CSc3nccc(C)n3)cc2)cc1
-5%	5	-24	0%	O=C(NC1CCCC1)C(c1ccc(Cl)cc1)N1CCc2ccccc21 (stereo not given)
2%	·	-24	·	CCOc1ccc(C(=O)NC(=S)Nc2ccccc2N2CCOCC2)cc1Br
-6%	12	-3	-6%	C=CCn1c(SCC(=O)NCc2ccccc2)nnc1-c1cc(Br)ccc1O
3%	-6	-16	-1%	COc1ccc(OC)c(NC(=O)CSc2nnc(CNC(=O)c3ccco3)o2)c1
0%	17	46	-6%	COc1ccc(CNC(=O)CN(C(=O)c2cc3sccc3n2C)C2CCCC2)cc1
-2%	-20	37	-4%	Cc1ccc(S(=O)(=O)Nc2nc3n(n2)C(c2ccc(Cl)cc2)CC(=O)N3)cc1 (stereo not given)
-25%	7	?	-14%	Cc1ccc(CNC(=O)CCS(=O)(=O)c2cc(Br)cc3c2N(C(=O)C2CC2)CC3)o1
0%	·	?	·	Cc1cc(C)c(C)c(S(=O)(=O)N2CCC(C(=O)Nc3ccccc3N3CCOCC3)CC2)c1C
14%	-3	?	-7%	CC(C)(C)C(=O)[C@@H]1[C@@H]2C(=O)N(C3CCCCC3)C(=O)[C@@H]2[C@H]2c3ccccc3C=CN12

Additional compounds:
ALOX12 inhib	IMPase cell inh	PNC inhibitor	15-hLO-2 inh	molecule
0%[11.4 µM]	·	·	-7%[11.4 µM]	Nc1nc(N)[n+]([O-])c(N)c1NCO
6%	-3	11	-1%	CN(C)S(=O)(=O)c1cccc(C(=O)OCC(=O)NCc2ccccc2)c1
2%	0	?	14%	COc1cccc(NC(=O)c2ccc(-n3cccn3)nc2)c1
-5%	-2	4	-3%	COc1ccc(NC(=O)C2C3C=CC4(CN(Cc5cccnc5)C(=O)C24)O3)c(OC)c1 (stereo not given)
0%	·	93	·	CCCCn1c(SCc2cccc([N+](=O)[O-])c2)nc2ccsc2c1=O
-7%	5	-1	-5%	O=C(CN1C(=O)c2cccc3cccc1c23)NCc1ccccn1
-4%	·	·	-4%	O=c1c2ccccc2oc2ccccc12
-3%	-4	-21	-10%	Cc1nc(SCC(=O)NCc2ccco2)c2oc3ccccc3c2n1
-6%	3	-17	0%	CCOC(=O)c1cnc2c(Cl)cc(Cl)cc2c1NCCOCCO
-3%	4	7	2%	N#CCSc1nnc2c(Cl)cc(Cl)cn12
-20%	·	?	·	CCOC(=O)C1=C(C)N(C)C(=S)NC1c1ccc(Cl)cc1Cl (stereo not given)
1%	·	29	·	CCc1cc(SC#N)cc(C)c1NC(=O)CCl
-2%	6	30	6%	Clc1ccc(-c2noc(CSc3nnc(Cc4cccs4)n3-c3ccccc3)n2)cc1
1%	-1	20	13%	COc1ccc(-c2nc(C#N)c(NCCCn3ccnc3)o2)cc1OC
-5%	1	19	2%	COc1ccc(-c2csc(Cc3nnc4n3CCCCC4)n2)cc1OC
-2%	-5	-9	30%[activator]	O=C(NCCCN1CCN(c2ccccc2F)CC1)Nc1ccc(F)cc1
10%	-11	14	·	COc1ccc(-c2cnc3nc[nH]c(=O)c3n2)cc1
